hERG rescue: hERG (human) protection from proarrhythmic block; Q12809; CHO-hERG, FluxOR thallium flux, dofetilide IC70 present; activation (rescue from dofetilide block), less the hit threshold, % at 10 µM; 310,000 tested, 0.51% active;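 active = activation above the mean of controls blocked by dofetilide plus 5 SD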;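 also: thallium influx through hERG after potassium depolarization seen as dye fluorescence rise; in these data hits start at about 4.7%; inactives centre near -7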
TRPC4 act: TRPC4 (mouse) channel activation; HEK293 TRPC4beta/mu-opioid, Fluo4 calcium fluorescence; stronger effect = higher value; 310,000 tested, 0.49% active; AID 2237; B-score at 10 µM;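 active = B-score above 5 SD of library B-scores, and initial fluorescence ratio not above library mean plus 5 SD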;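 also: positive B-score marks a calcium rise read as TRPC4 activation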
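Material: TRPC4beta and mu-opioid receptor HEK293 stable cells | Incubation: 45 min room-temperature Fluo4 loading, 110 s read | Detection: Kinetic Fluo4 calcium fluorescence | Measure: Integrated baseline-normalised fluorescence ratio, converted to per-well B score | Benchmarks: Low control buffer alone, high control maximal DAMGO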
KCNQ1 block: blocks the human KCNQ1 potassium channel; 310,000 tested, 1.3% active; AID 2642; CHO-K1 KCNQ1, FluxOR thallium flux fluorescence; stronger effect = higher value; B-score at 10 µM;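 active = compounds whose thallium flux B-score, printed positive for inhibition, exceeds three library SD while starting fluorescence stays within three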;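 also: channel opened by potassium depolarization with thallium stimulus after 20 min compound exposure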
Target sequence (P51787 whole entry, looked up): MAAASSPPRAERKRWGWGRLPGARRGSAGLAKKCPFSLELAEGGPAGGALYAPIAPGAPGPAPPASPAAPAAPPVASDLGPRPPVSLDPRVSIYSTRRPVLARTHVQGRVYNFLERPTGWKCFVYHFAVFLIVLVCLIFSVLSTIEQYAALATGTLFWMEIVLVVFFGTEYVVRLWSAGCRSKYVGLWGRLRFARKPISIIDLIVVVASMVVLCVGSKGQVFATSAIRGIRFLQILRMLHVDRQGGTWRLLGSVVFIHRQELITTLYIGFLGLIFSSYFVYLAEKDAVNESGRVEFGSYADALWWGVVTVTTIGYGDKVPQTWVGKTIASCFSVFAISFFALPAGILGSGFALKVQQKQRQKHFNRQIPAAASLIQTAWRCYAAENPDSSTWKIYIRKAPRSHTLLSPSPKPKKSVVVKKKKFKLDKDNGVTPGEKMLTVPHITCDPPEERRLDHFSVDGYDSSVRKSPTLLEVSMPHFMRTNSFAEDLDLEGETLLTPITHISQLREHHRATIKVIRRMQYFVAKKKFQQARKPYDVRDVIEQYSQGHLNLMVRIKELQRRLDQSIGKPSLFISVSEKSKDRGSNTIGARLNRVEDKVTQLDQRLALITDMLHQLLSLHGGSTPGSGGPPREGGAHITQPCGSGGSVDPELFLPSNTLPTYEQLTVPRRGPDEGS
PolyA inh: yeast polyadenylation inhibition | S. cerevisiae SKY197-pL101 polyadenylation reporter, beta-gal luminescence; efflux-impaired pdr1/pdr3 knockout yeast; score 100 = 6 SD above DMSO | calls only at 12 µM | 300,000 tested, 0.02% active | AID 1875;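 active = lowest replicate activity score at least 50, where 100 means six control SD above control mean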;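 also: yeast exposed to compound for 9 h at 30 °C; higher score means more reporter readthrough which indicates perturbed polyadenylation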
KCNK3 block: human KCNK3 channel inhibition, primary screen; 340,000 tested, 0.84% active; B-score at 10 µM; CHO-KCNK3 thallium flux, FluxOR fluorescence; stronger effect = lower value; O14649;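 active = B-score under library mean minus 4 SD, starting fluorescence ratio at most library mean plus 5 SD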;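 also: more negative B-score means stronger inhibition of thallium flux through KCNK3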
TRPC4 potent: allosteric potentiators of mouse TRPC4 channel; Q9QUQ5; B-score at 10 µM; HEK293 TRPC4beta/mu-opioid, DAMGO EC20, Fluo-4 Ca2+ flux; stronger effect = higher value; 310,000 tested, 0.42% active; AID 2227;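 active = B-score of calcium response area above 5 SD of library B-scores, with initial fluorescence ratio within 5 SD of library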;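 also: B-score of integrated fluorescence ratio over time as area under calcium response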
Platelet DG rel: platelet dense granule release activity | human platelet-rich plasma, SFLLRN dense granule ATP release, luminescence | inhibition, %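 (compounds screened at 7.5 µM in platelet-rich plasma)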 | 300,000 tested, 0.22% active | AID 1663;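 active = mean replicate score, as percent of positive control, at or above 50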
TRPC4 inh: inhibitors of mouse TRPC4 channel; Q9QUQ5; HEK293 TRPC4beta/mu-opioid, DAMGO-evoked Fluo4 calcium flux; stronger effect = lower value; B-score at 10 µM; 300,000 tested, 0.39% active; AID 2247;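 active = B-score over 3 SD under the library average, no early fluorescence shift, positive overall ratio signal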
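Material: HEK293 cells with stable TRPC4beta plus mu-opioid receptor expression; probe or stimulus: DAMGO in two steps, submaximal then maximal; technique: Fluo4 calcium fluorescence by kinetic imaging, 5 s 1 Hz baseline; measure: integrated fluorescence ratio relative to baseline, converted to per-well B score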
KCNK9 block: blocks the human KCNK9 two-pore domain potassium channel; Q9NPC2; HEK293 KCNK9, FluxOR thallium flux fluorescence; stronger effect = lower value; B-score at 10 µM; 310,000 tested, 1.2% active; AID 488922;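 active = ratio B-score over 3 SD below the library mean, with starting fluorescence within 5 SD of its mean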;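 also: negative B-score means less thallium flux so channel inhibition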
Target sequence (Q9NPC2 whole entry, looked up, the tested form may be a part): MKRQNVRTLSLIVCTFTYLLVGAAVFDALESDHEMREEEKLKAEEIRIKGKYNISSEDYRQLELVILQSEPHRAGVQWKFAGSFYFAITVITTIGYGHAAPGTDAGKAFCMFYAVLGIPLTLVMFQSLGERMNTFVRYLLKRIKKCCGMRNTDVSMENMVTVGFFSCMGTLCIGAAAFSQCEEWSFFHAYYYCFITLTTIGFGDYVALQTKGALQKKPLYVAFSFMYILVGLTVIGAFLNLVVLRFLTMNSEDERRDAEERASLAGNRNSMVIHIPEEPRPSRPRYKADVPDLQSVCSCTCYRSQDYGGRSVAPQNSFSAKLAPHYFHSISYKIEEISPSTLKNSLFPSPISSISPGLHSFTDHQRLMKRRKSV
KCNQ1 act: potentiators or activators of human KCNQ1 potassium channel; B-score at 10 µM; CHO-K1 KCNQ1, thallium flux FluxOR fluorescence; stronger effect = higher value; 310,000 tested, 0.35% active;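 active = fluorescence ratio B-score, a plate-corrected score, at least three library SD, with initial intensity B-score within 5 SD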
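Test system: CHO-K1 cells stably expressing KCNQ1 / Medium: assay buffer / Also added: depolarizing K+/Tl+ stimulus, K2SO4 and Tl2SO4 each 12.5 mM in 5x stock / Incubation: 90 min dye loading and 20 min compound exposure, both at room temperature / Signal: thallium influx via FluxOR fluorescence, kinetic imaging / Evaluation: B score of baseline-normalized fluorescence ratio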
Dyrk1A ADPGlo: blocks rat Dyrk1A kinase activity; AID 504441; 310,000 tested, 0.43% active; ADP-Glo luminescence, NFATc1 peptide; inhibition, % at 12.5 µM; in the data active = inhibition above about 50%;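 also: plate controls were vehicle with enzyme for no effect and no enzyme for full effect; many of its hits are not listed in these tables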
Starred values were filed as active, the others as inactive; i = inactive; / = no result given. The list is partial. The share of hits here may be higher or lower than overall.

SMILES	hERG rescue	TRPC4 act	KCNQ1 block	PolyA inh	KCNK3 block	TRPC4 potent	Platelet DG rel	TRPC4 inh	KCNK9 block	KCNQ1 act	Dyrk1A ADPGlo
COc1ccc(-c2nnc(SCC(=O)Nc3sc4c(c3C#N)CCCC4)n2-c2ccccc2)cc1	-11	i	i	i	i	i	13	i	i	i	/
CC(=O)Nc1ccc(N(C(=O)Cn2nnc3ccccc32)C(C(=O)NC2CCCC2)c2ccc(O)c(O)c2)cc1 (centres undefined)	-5	i	i	i	i	i	-1	i	i	i	2
CCC1CCCCN1C(=O)CN1C(=O)c2ccccc2S1(=O)=O (centres undefined)	-3	i	i	i	i	i	3	i	i	i	5
O=C(NCc1ccccn1)Nc1ccccc1	-2	i	i	i	i	i	5	i	i	i	-3
O=C(Nc1cccc(F)c1)c1cc(S(=O)(=O)N2CCOCC2)cs1	-9	i	i	i	i	i	-4	i	i	i	2
NCCCn1c(C(=O)c2cc(Cl)c(N)c(Cl)c2)c2ccc(C(F)(F)F)cc2[n+]1[O-]	-16	i	i	i	i	i	-5	i	i	i	7
COc1ccc(S(=O)(=O)c2c(N)n(Cc3ccco3)c3nc4ccccc4nc23)cc1	-8	i	i	i	i	i	0	i	i	i	-7
COc1ccc(C(=O)NNC(=O)CN2CCC(n3nnc4cc(F)ccc43)CC2)cc1	-9	i	i	i	i	i	7	i	i	i	0
CCC1CN(C(=O)NCc2ccccc2)c2cc(Cl)ccc2O1 (centres undefined)	0	i	i	i	i	i	1	i	i	i	2
Cc1ccc(NC2OC(CO)C(O)C2O)cc1[N+](=O)[O-] (centres undefined)	-2	i	i	i	i	i	-2	i	i	i	-5
CCOC(=O)c1ccccc1OCc1cc(/C=N/n2cnnc2)ccc1OC	-23	i	i	i	i	i	11	i	i	i	0
Cc1c(C=O)c(=O)n(-c2ccccc2)n1-c1ccccc1	-12	i	i	i	i	i	-1	i	i	i	6
Cc1sc2nc(CN(Cc3ccccc3)C(=O)NC3CCCCC3)[nH]c(=O)c2c1C	-10	i	i	i	i	i	-3	i	i	i	-3
Cc1cc(OCCN2CCOCC2)ccc1C(C)C	-7	i	i	i	i	i	2	i	i	i	2
O=S(=O)(c1cccc(Br)c1)N1CCN(C(=S)NCC2CCCO2)CC1 (centres undefined)	-11	i	i	i	i	i	6	i	i	i	0
Cc1cccc(NC(=O)COC(=O)CNC(=O)C2CCCCC2)c1	-5	i	i	i	i	i	8	i	i	i	15
CCN(CCCNC(=O)COc1cc(=O)n(C)c2ccccc12)c1ccccc1	-14	i	i	i	i	i	5	i	i	i	2
N#C/C(=N/Nc1ccc(OC(F)(F)F)cc1)C(N)=S	-17	i	i	i	i	i	-1	i	i	i	0
COc1cccc(/C=N/NC(=O)CNC(=O)C2COc3ccccc3O2)c1O (centres undefined)	-6	i	i	i	i	i	-1	i	i	i	9
CCN(C(=O)CSc1nnnn1-c1ccccc1)C1CCS(=O)(=O)C1 (centres undefined)	-11	i	i	i	i	i	8	i	i	i	-10
CCN1CCN(c2ncc(C(=O)Nc3c(F)cc(F)cc3Br)c3ccccc23)CC1	-5	i	i	i	i	i	-5	i	i	i	9
COc1ccc(CC(=O)O/N=C(\N)c2ccccn2)cc1	-6	i	i	i	i	i	-2	i	i	i	-8
Cc1ccc(N(CC(=O)N/N=C/c2cc(C)n(-c3ccccc3)c2C)S(C)(=O)=O)c(C)c1	-7	i	i	i	i	i	/	i	i	i	7
O=C(NC(=S)NC1CCSC1=O)c1ccc([N+](=O)[O-])cc1 (centres undefined)	-5	i	i	i	i	i	-9	i	i	i	8
CCOc1ccc(N2CC(C(=O)NCCc3c[nH]c4ccc(C)cc34)CC2=O)cc1 (centres undefined)	-10	i	i	i	i	i	11	i	i	i	-3
C/C(CC(=O)Nc1ccc(F)cc1)=N\NC(=O)Cc1csc(N)n1	-6	i	i	i	i	i	-11	i	i	i	2
COc1cccc(N2CCc3c(C)nc4ccc(Cl)cc4c32)c1	-22	i	6*	i	i	i	-3	i	i	i	-3
CC(=O)Nc1cccc(NS(=O)(=O)c2ccccc2[N+](=O)[O-])c1	-7	i	i	i	i	i	-5	i	i	i	4
N/C(=N\OC(=O)CC1CCCCC1)c1cccnc1	-1	i	i	i	i	i	1	i	i	i	1
CCC1(CC)NC(=O)N(CC(=O)Nc2sc3c(c2C(N)=O)CCC3)C1=O	-8	i	i	i	i	i	-1	i	i	i	66*

An excerpt from above with just TRPC4 inh:
Compound | TRPC4 inh
O=C(NC(=S)NC1CCSC1=O)c1ccc([N+](=O)[O-])cc1 (centres undefined) | i
CCOc1ccc(N2CC(C(=O)NCCc3c[nH]c4ccc(C)cc34)CC2=O)cc1 (centres undefined) | i
C/C(CC(=O)Nc1ccc(F)cc1)=N\NC(=O)Cc1csc(N)n1 | i
COc1cccc(N2CCc3c(C)nc4ccc(Cl)cc4c32)c1 | i

Next compounds
SMILES	hERG rescue	TRPC4 act	KCNQ1 block	PolyA inh	KCNK3 block	TRPC4 potent	Platelet DG rel	TRPC4 inh	KCNK9 block	KCNQ1 act	Dyrk1A ADPGlo
N#Cc1c(N)n(Cc2ccccc2)c(=O)c2cc([N+](=O)[O-])ccc12	-1	i	i	i	i	i	-4	i	i	i	3
O=C(CCS(=O)(=O)c1ccc(Br)cc1)Nc1ccc(Cl)cc1F	-11	i	i	i	i	i	1	i	i	i	4
CCCCCC(=O)NC(=S)NNC(=O)CC	-7	i	i	i	i	i	-1	i	i	i	/
O=C1c2nc3cc(-c4ccco4)[nH]n3c(=O)c2CN1Cc1ccccc1	5.0*	i	i	i	i	i	5	i	i	i	/
CN(CCCN1c2ccccc2CCc2ccccc21)CC(=O)c1ccc(Cl)cc1	-10	i	i	i	/	i	-8	i	i	i	/
O=C(NN=C(Cc1ccccc1)Cc1ccccc1)c1ccncc1	-13	i	i	i	i	i	5	i	i	i	1
CC(C)(C)SCCNC(=O)CN(c1ccc(F)cc1)S(=O)(=O)c1ccccc1	-6	i	i	i	i	i	-1	i	i	i	-6
Nc1c2c3c(sc2nc(=O)n1N)CCCC3	-17	i	i	i	i	i	2	i	i	i	11
COC(=O)c1cc(C(C)=O)c(C)[nH]c1=O	-4	i	i	i	i	i	2	i	i	i	-1
COCCn1c(CN(C)Cc2ccccc2)nc2c1c(=O)n(C)c(=O)n2C	-11	i	i	i	i	i	3	i	i	i	9
CC(C)(C)C1CCC2(CC1)CC(=O)c1ccccc1O2 (centres undefined)	-6	i	i	i	i	i	9	i	i	i	4
O=C(NCCCn1ccnc1)c1ccncc1	-20	i	i	i	i	i	-7	i	i	i	-3
CCc1nnc(NS(=O)(=O)c2ccc(NC(=O)c3cc(Cl)ccc3[N+](=O)[O-])cc2)s1	-11	i	i	/	i	i	2	i	i	i	-4
Cc1cc(C)nc(NC(=O)Nc2ccccc2C(F)(F)F)n1	-10	i	i	i	i	i	16	i	i	i	6
CC1CCC(NC(=O)c2cccc(S(=O)(=O)N3CCN(c4ccccc4)CC3)c2)CC1 (centres undefined)	-15	i	i	i	i	i	-7	i	i	i	3
CC(=O)Nc1ccc(NCc2cccs2)cc1	-5	i	i	i	i	i	0	i	i	i	1
CCN(CC)c1ccc(N2C(=O)C3CCCCC3C2=O)cc1[N+](=O)[O-] (centres undefined)	-6	i	i	i	i	i	2	i	i	i	-2
Cc1ccc(C)c(S(=O)(=O)Nc2ccc(C(=O)N3CCCCC3)cc2)c1	-8	i	i	i	i	i	7	i	i	i	-5
COc1ccccc1N1CCN(C2CCCN(C(=O)c3csc(C)n3)C2)CC1 (centres undefined)	-9	i	i	i	i	i	-6	i	i	i	4
CCOC(=O)CC1C(=O)NCCN1S(=O)(=O)c1cccc(C(F)(F)F)c1 (centres undefined)	-5	i	i	i	i	i	-3	i	i	i	1
COc1ccc(OC)c(Nc2nnc(C)c(=O)[nH]2)c1	-8	i	i	i	/	i	-2	i	i	i	/
CCOC(=O)c1cc2sccc2n1CC(=O)OC(C)C	-12	i	i	i	i	i	-1	i	i	i	-2
O=C(NC(=S)Nc1ccccc1N1CCCCC1)c1ccc(-c2cccc([N+](=O)[O-])c2)o1	-9	i	i	i	i	i	0	i	i	i	-3
CC(=O)Nc1ccc(S(=O)(=O)c2c(N)n(CCN3CCOCC3)c3nc4ccccc4nc23)cc1	-5	i	i	i	i	i	0	i	i	i	-1
O=C(CSCC(=O)NC1CC1)Nc1ccc2ccccc2c1	-5	i	i	i	i	i	1	i	i	i	1
COc1ccc(CCc2nnc(CCC(=O)NCc3cc(C(C)C)no3)o2)cc1	-8	i	i	i	i	i	1	i	i	i	-4
CCOc1ccc(NC(=O)N2CCN(Cc3ccc4c(c3)OCO4)CC2)cc1	-8	i	i	i	i	i	-2	i	i	i	1
CC(=O)c1ccccc1NC(=O)COC(=O)c1ccc2c(c1)nc(C)n2-c1ccccc1	-13	i	i	i	/	i	0	i	i	i	/
CCOC(=O)c1cnn(-c2nc(SC)nc3sc4c(c23)CCC4)c1N	-14	i	i	i	i	i	-10	i	-7.8*	i	2
COc1ccc(C2c3[nH]c4ccccc4c3C[C@H]3C(=O)N(c4ccccc4C(=O)NCCN4CCOCC4)C(=O)N23)cc1 (some centres undefined)	-7	i	i	i	i	i	5	i	i	i	6
CC(C)(C)NC(=O)C(OC(=O)c1cccs1)c1ccc(C#N)cc1 (centres undefined)	-11	i	i	i	i	i	-3	i	i	i	/
CCOC(=O)C1CCN(C(=O)Cn2c(=O)c3cccn3c3cccnc32)CC1	-3	i	i	i	i	i	2	i	i	i	/
O=C1C=CCC(/C=C/c2ccccc2)O1 (centres undefined)	-12	i	i	i	/	i	1	i	i	i	/
Cc1noc(C)c1CS(=O)(=O)Cc1ccc(Cl)cc1	-5	i	i	i	i	i	-2	i	i	i	-4
CN(c1ncc(C(F)(F)F)cc1Cl)n1cc(C(=O)O)c2ccccc2c1=O	-2	i	i	i	i	i	-3	i	i	i	-3
